PriA SSB inh – inhibitors of Klebsiella pneumoniae PriA binding to SSB C-terminal tail, primary screen, biochemical, AlphaScreen; inhibition, % at 33 µM; actives 0.6% (n = 430,000); AlphaScreen SSBct-PriA binding, biotinylated peptide; AID 1272365, 2023; in the data active = inhibition mostly above about 37%, no sharp cut-off; inactive = mostly below about 20%;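 also: plate controls were negative control peptide for no effect and reference peptide for full effect; strong numbers were not always called active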
MazEF act – activators of E. coli MazEF toxin-antitoxin RNase, primary screen, biochemical, fluorescence, uHTS; FAM/BHQ RNA-DNA oligo cleavage fluorescence, 5 h; Endoribonuclease toxin MazF (Escherichia coli (strain K12)), P0AE70; actives 0.32% (n = 350,000); activation, % at 20 µM; AID 504720, 2011; in the data active = activation above about 50%
Target sequence (P0AE70 whole entry, looked up): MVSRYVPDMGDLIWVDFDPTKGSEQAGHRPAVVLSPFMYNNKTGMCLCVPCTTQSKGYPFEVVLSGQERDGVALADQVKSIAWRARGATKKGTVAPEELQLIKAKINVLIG
GDH-TPI counter – GDH-TPI coupling enzyme inhibitors, primary screen, artefact control for M. tuberculosis FBA inhibitor project, biochemical, absorbance, full deck; GDH-TPI coupled enzyme counterscreen, NADH absorbance; inhibition, % at 4.8 µM; actives 1.2% (n = 360,000); AID 588335, 2011; in the data active = inhibition above about 30%;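 also: 0% = DMSO wells and 100% = wells lacking the enzyme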
DUSP3 inh – VHR1 phosphatase inhibitors, primary screen, biochemical, absorbance, uHTS; Dual specificity protein phosphatase 3 (Homo sapiens), P51452; recombinant VHR phosphatase, pNPP absorbance; inhibition, % at 13.3 µM; actives 0.52% (n = 290,000); in the data active = inhibition above about 50%; also: some compounds called inactive have numbers as strong as hits
Target sequence (P51452 whole entry, looked up): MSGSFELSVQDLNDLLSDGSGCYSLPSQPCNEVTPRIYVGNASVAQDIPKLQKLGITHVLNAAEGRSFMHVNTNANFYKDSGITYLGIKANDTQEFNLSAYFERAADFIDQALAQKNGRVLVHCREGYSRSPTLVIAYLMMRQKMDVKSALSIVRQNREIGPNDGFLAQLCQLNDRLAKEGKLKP
Mtb UGM inh – M. tuberculosis UGM enzyme inhibitors, primary screen, biochemical, fluorescence polarization, single point. UDP-galactopyranose mutase (Mycobacterium tuberculosis (strain ATCC 25618 / H37Rv)), …. purified UGM, fluorescence polarization probe displacement. inhibition, % at 10 µM. actives 0.06% (n = 320,000). AID 504406, 2011; in the data active = inhibition above about 10%, passing the limit was not always enough
BH1578 lux ind – inducers of Vibrio cholerae quorum light production without autoinducers, primary screen, BH1578 luxS cqsA deficient, single point. activation, % at 18.7 µM. actives 0.16% (n = 350,000). V. cholerae BH1578 lux reporter, luminescence, 6 h; in the data active = activation mostly above about 9.7%, no sharp cut-off; also: not every result past the cut was called active; inactives centre near 0; reference of the scale not given here
Rv3671c protease – Rv3671c serine protease inhibitors, primary screen, biochemical, fluorescence polarization, M. tuberculosis H37Rv; AID 2606, 2010; actives 0.048% (n = 320,000); P9WHR9; inhibition, % at 5.96 µM; in the data active = inhibition above about 38%;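 also: extracellular domain of Rv3671c used as enzyme; 0% = enzyme with DMSO and 100% = no enzyme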
Target sequence (P9WHR9 whole entry, looked up, the tested form may be a part): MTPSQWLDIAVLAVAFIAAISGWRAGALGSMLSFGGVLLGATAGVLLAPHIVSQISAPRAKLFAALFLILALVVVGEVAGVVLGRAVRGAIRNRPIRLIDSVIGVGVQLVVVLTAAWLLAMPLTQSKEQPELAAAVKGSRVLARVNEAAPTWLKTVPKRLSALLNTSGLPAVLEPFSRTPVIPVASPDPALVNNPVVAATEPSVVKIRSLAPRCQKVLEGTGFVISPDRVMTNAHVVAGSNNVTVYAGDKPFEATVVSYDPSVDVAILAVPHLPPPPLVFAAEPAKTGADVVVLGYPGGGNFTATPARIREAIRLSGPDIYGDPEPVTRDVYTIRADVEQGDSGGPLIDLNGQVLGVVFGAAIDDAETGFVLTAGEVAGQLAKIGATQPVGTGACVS
Mtb FBA inh – Mtb FBA enzyme inhibitors, primary screen, biochemical, fluorescence, strain H37Rv. Fructose-bisphosphate aldolase (Mycobacterium tuberculosis (strain ATCC 25618 / H37Rv)), …. purified M. tuberculosis FBA, fluorescence read-out. inhibition, % at 1 µM. actives 2.3% (n = 360,000); in the data active = inhibition above about 27%;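 also: 0% = vehicle and 100% = reference inhibitor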
Target sequence (P9WQA3 whole entry, looked up): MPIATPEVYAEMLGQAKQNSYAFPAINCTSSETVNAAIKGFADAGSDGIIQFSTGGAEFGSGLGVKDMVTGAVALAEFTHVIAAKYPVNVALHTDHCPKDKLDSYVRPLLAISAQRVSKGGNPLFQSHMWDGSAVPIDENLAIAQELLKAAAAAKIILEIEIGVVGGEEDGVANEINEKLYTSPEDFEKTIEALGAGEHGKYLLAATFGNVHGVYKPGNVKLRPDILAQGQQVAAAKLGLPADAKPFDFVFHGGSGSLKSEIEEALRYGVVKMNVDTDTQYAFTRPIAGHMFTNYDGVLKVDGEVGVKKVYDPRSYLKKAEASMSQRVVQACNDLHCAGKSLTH
3CLpro inhibitor – SARS-CoV 3CLpro protease inhibitors, primary screen, biochemical, quenched FRET; Replicase polyprotein 1ab (Severe acute respiratory syndrome coronavirus), P0C6X7; recombinant SARS-CoV 3CLpro, quenched FRET peptide cleavage; inhibition, % at 6 µM; actives 0.14% (n = 290,000); AID 1706, 2009; in the data active = inhibition above about 12%
Mtb BioA inh – M. tuberculosis BioA enzyme inhibitors, primary screen, biochemical, plate reader, single point, HTS | actives 0.096% (n = 360,000) | 7,8-diaminopelargonic acid synthase BioA (Mycobacterium tuberculosis) | purified M. tuberculosis BioA enzyme | inhibition, % at 9.99 µM; in the data active = inhibition above about 40%
Active calls of the source: *; i = inactive; . = not tested or not shown; + = active, no number; & = joins results of further samples.

Compound,PriA SSB inh,MazEF act,GDH-TPI counter,DUSP3 inh,Mtb UGM inh,BH1578 lux ind,Rv3671c protease,Mtb FBA inh,3CLpro inhibitor,Mtb BioA inh
Fc1ccc(Oc2nccc(-c3ccc(Cl)cc3)n2)cc1,-15,8,-3,38,-2.7,i,-2,0,0,-1.6
COc1ccc(S(=O)(=O)N(C)c2ccc(C(=O)Nc3ccccc3C(=O)N3CCOCC3)cc2)cc1OC,-1,3,-9,10,-1.5,0.2,-3,-4,2,-0.4
COc1ccc(-c2[nH]ncc2CN2CCC(OCc3cccnc3)CC2)c(F)c1,-15,3,6,25,2.8,0.1,6,5,-1,0.9
CCn1nc(CC(C)C)cc1C(=O)N1CCCC(Nc2ccc(OC)cc2)C1 (centres undefined),4,-1,-4,2,0.7,-0.6,-5,-5,2,7.7
CC(=O)NC1CC2CCCC(C1)N2C(=O)Nc1ccccc1C (centres undefined),-10,-3,0,.,.,i,.,4,.,2.0
COc1ccc(S(=O)(=O)N(C)CC(=O)NCc2ccco2)cc1OC,-6,-11,1,36,-0.5,i,9,-2,2,-0.7
CC(=O)N1c2ccc(S(=O)(=O)N3CCCC(C(=O)N4CCC(C)CC4)C3)cc2CC1C (centres undefined),5,9,11,21,0.2,-0.1,1,8,-3,1.9
COc1ccc(C2CC(c3ccccc3)n3nnnc3N2)cc1 (centres undefined),4,2,7,12,4.6,-0.4,-3,0,-6,8.8
CCN(CC)C(=O)C(C)N(C#N)c1nc(C)cc(C)n1 (centres undefined),-12,2,-3,35,-0.7,-0.3,-3,3,-1,-0.5
COc1cc(CNc2ncn[nH]2)ccc1OCc1ccccc1C,-2,-5,-4,24,0.1,-0.3,0,-2,5,1.9
Cc1ccc(S(=O)(=O)N(CC(=O)N2CCOCC2)c2ccc(C(C)C)cc2)cc1,3,8,-5,34,-1.0,-0.4,-9,-1,2,2.1
O=C(CSc1ccc(Br)cc1)NCC1CCCO1 (centres undefined),-13,2,-2,22,0.5,-2.2,1,-4,-4,.
O=C(CCN1C(=O)C2C3C=CC(C3)C2C1=O)N1CCN(c2ccc(F)cc2)CC1 (centres undefined),-3,-6,0,7,0.3,i,-2,2,-1,-4.5
N#CCC(=O)Nc1ccc(C(=O)OC(C(=O)Nc2cc(C(F)(F)F)ccc2Cl)c2ccccc2)cc1 (centres undefined),-14,-19,5,.,-0.6,i,-31,1,.,-2.7
C/C(=C\c1ccco1)C1C(C#N)=C(N)OC2=C1C(=O)CC(C)(C)C2 (centres undefined),-10,-1,10,-9,-1.8,-4.0,-16,-3,5,-1.9
Cc1ccc(C)c(Cn2cnc3c(oc4ccccc43)c2=O)c1,5,16,1,8,0.8,-3.3,2,-2,-1,-2.6
O=C(CSc1cccc2cccnc12)N/N=C/c1cccc(O)c1,+,4,9,14,-1.3,-0.3,-10,21,2,.
NC(c1ccccc1)c1csc(NC(=O)NCC2CCCCC2)n1 (centres undefined),.,.,3,.,.,i,.,-1,.,-1.2
COc1ccc(C(C)(C)C)cc1S(=O)(=O)NCC1CCCO1 (centres undefined),-6,-1,-1,.,.,0.2,.,1,.,4.3
OC(COCc1ccccc1F)CN1CCCCC1 (centres undefined),-7,11,12,.,2.9,-0.9,1,0,.,-1.9
COCCN(C(=O)Cn1c(C(F)(F)F)nc2ccccc21)c1c(N)n(Cc2ccccc2)c(=O)[nH]c1=O,0,1,2,20,2.4,i,-5,0,-3,2.1
CCCCn1c(N)c(N(CC(C)C)C(=O)CCN2C(=O)C3CC=CCC3C2=O)c(=O)[nH]c1=O (centres undefined),.,-8,7,.,.,-5.8,.,-2,.,-2.2
CCOc1ccccc1N1CCN(CC(=O)N(C)CC(=O)Nc2ccccc2CC)CC1,.,0,4,.,.,-5.0,.,5,.,-0.6
CCOC(=O)c1cc2cc(OCc3ccccc3)ccc2nc1C,-16,-2,-5,-13,2.0,0.8,-13,5,-3,-1.4
CCCOc1ccc(C2(C(=O)O)CCCC2)cc1,-5,0,-3,11,-3.5,-0.7,-1,-2,-5,-2.6
O=C(c1cc(COc2cccc(C(F)(F)F)c2)on1)N1C[C@@H]2CCC[C@H]1C2,-9,-2,-7,-28,0.0,.,-6,-1,1,-0.4
CCN(C(=O)Cn1c(=O)oc2ccccc21)c1c(N)n(Cc2ccccc2)c(=O)[nH]c1=O,-10,3,10,.,-1.6,i,6,2,.,3.8
O=C(NC(=S)Nc1ccc(F)cc1)C1CCCCC1,7,0,4,10,-1.3,i,0,-3,-8,-0.9
O=C(CN1C(=O)c2ccccc2C1=O)N1CCN=C1c1ccccc1,-4,0,2,8,0.8,-0.6,5,0,-1,0.8
CCS(=O)(=O)NCCc1csc(-c2cccnc2)n1,-19,5,1,15,0.7,-0.1,6,2,-5,0.7

Three successive compounds from above, quoted:
Compound,PriA SSB inh,MazEF act,GDH-TPI counter,DUSP3 inh,Mtb UGM inh,BH1578 lux ind,Rv3671c protease,Mtb FBA inh,3CLpro inhibitor,Mtb BioA inh
Fc1ccc(Oc2nccc(-c3ccc(Cl)cc3)n2)cc1,-15,8,-3,38,-2.7,i,-2,0,0,-1.6
COc1ccc(S(=O)(=O)N(C)c2ccc(C(=O)Nc3ccccc3C(=O)N3CCOCC3)cc2)cc1OC,-1,3,-9,10,-1.5,0.2,-3,-4,2,-0.4
COc1ccc(-c2[nH]ncc2CN2CCC(OCc3cccnc3)CC2)c(F)c1,-15,3,6,25,2.8,0.1,6,5,-1,0.9

(list continues)
Compound,PriA SSB inh,MazEF act,GDH-TPI counter,DUSP3 inh,Mtb UGM inh,BH1578 lux ind,Rv3671c protease,Mtb FBA inh,3CLpro inhibitor,Mtb BioA inh
CN1C(=O)C2(C(C#N)=C(N)N(c3cc(Cl)cc(Cl)c3)C3=C2C(=O)CC(C)(C)C3)c2ccccc21 (centres undefined),-8,10,9,-3,-1.6,i,4,-1,-3,-1.2
O=C(c1cc2ccc([N+](=O)[O-])cc2oc1=O)N1CCOCC1,0,8,-3,16,-0.9,i,4,-4,2,1.3
CCOC(=O)C1=CN(Cc2ccco2)S(=O)(=O)NC1c1ccc(Br)cc1F (centres undefined),-3,8,9,.,.,-6.7,.,1,.,0.7
CN(C(=O)c1ccc(NC(=O)Cc2ccc(NC(=O)C3CCN(C(=O)c4ccccc4)CC3)cc2)cc1)C1CCCC1,-10,5,9,.,.,i,.,-1,.,-1.6
CCOC(=O)C1CCN(C(=O)CN2C(=O)c3ccccc3S2(=O)=O)CC1,3&-11,2,8,.,.,i,10,6,.,.
Cc1cc(=O)oc2cc(OCC(=O)OCC(=O)Nc3ccc(C(C)C)cc3)ccc12,-8,-12,6,-5,-1.3,i,-10,29*,2,.
Cc1ccc(CSCC(=O)N(CCC(C)C)c2c(N)n(Cc3ccccc3)c(=O)[nH]c2=O)cc1,-8,-9,10,.,0.7,i,-7,1,.,-3.0
c1ccc2oc(-c3ccc(Nc4nc(N5CCCC5)nc(N5CCOCC5)n4)cc3)nc2c1,.,.,.,5,4.4,.,0,.,2,.
CCOC(=O)Cc1nnc(NCc2ccccc2)c2ccccc12,1,-1,3,-14,0.4,-1.7,-2,4,10,-0.6
O=C1Nc2ccccc2N(O)N1c1ccc(S(=O)(=O)N2CCOCC2)cc1,-5,1,2,-2,3.1,-0.3,-11,-2,2,.
C=CCn1c(SCc2c(C(=O)OC)sc(N)c2C(=O)OC)nnc1-c1ccc(Cl)cc1,3,-1,7,6,3.3,-12,-3,1,8,52*
CCOC(=O)C1CCN(Cc2ccc(O)c(OC)c2)CC1,-12,6,14,-17,2.1,-0.3,1,0,-3,-0.2
Cc1ccc(C(C(=O)NCC2CCCO2)N(C(=O)c2snc(C(N)=O)c2N)c2ccccc2F)o1 (centres undefined),-14,-4,9,19,-0.8,-0.3,-4,33*,-7,0.5
Cc1ccc(-c2cc(C(=O)N/N=C/c3c[nH]c4ccccc34)n[nH]2)o1,.,11,29,-23,0.9,-0.2,5,3,-3,.
CC(C)CN1C(=O)NC(NC(=O)c2cccnc2)(C(F)(F)F)C1=O (centres undefined),0,9,0,25,4.2,4.2,3,3,1,-0.1
Cc1c(NC(=O)c2cccc(NC(=O)COc3ccccc3)c2)c(=O)n(-c2ccccc2)n1C,-2,8,-6,.,.,-0.2,-8,-1,.,0.5
CCOC(=O)CSc1nc2ccccc2c(=O)n1CC1CCCO1 (centres undefined),-2,5,1,4,1.9,-1.5,-4,-2,1,-2.0
CCCOc1ccc(C(=O)NNC(=O)CCNC(=O)c2ccccc2Cl)cc1OC,-16,-2,1,.,4.3,0.0,1,2,.,-1.1
Cc1cccc(-n2c(O)c(C=NCCN3CCNCC3)c(=O)[nH]c2=S)c1,-9,4,5,10,-0.5,-0.3,-3,0,-7,0.8
CC(Oc1ccc(Cl)cc1)c1ccnn1S(=O)(=O)c1ccccc1 (centres undefined),-79,-2,1,14,1.2,-0.3,-3,-5,0,-0.6
O=C(CN1CCOCC1)N1CCOCC1,-4,9,12,.,.,i,.,4,.,-1.1
CSc1ccccc1C(=O)Nc1nc2ccccc2[nH]1,6,-6,26,5,0.6,-3.3,-3,2,-1,-0.3
CCC(=O)c1ccc(OCC(=O)O)c(OC)c1,-11,5,-4,24,-3.4,-2.0,-2,1,-2,-1.4
CCCCOc1c(Br)cc(/C=N/O)cc1OCC,.,6,-14,4,-0.9,6.7,-7,-1,8,10
CCN(CC)S(=O)(=O)c1ccc(F)cc1,-4,-2,12,-9,2.1,i,-6,4,-3,.
O=C(NNC(=O)c1cc(-c2cccnc2)nc2ccccc12)Nc1ccc(Cl)cc1,3,-2,-1,16,-1.4,i,-13,1,1,.
OCCN(Cc1ccccc1)Cc1ccc(Cl)cc1Cl,-36,-15,5,27,-2.2,i,-1,0,-4,1.3
CN1CCN(c2ccc(N)cc2Cl)CC1,71,-1,4,6,-0.2,-0.2,9,2,0,.
CC1=C(C(=O)Nc2cccc(C(=O)NCC(C)c3ccccc3)c2)SCCO1 (centres undefined),.,7,10,.,.,i,.,5,.,-3.0
O=[N+]([O-])c1ncccc1Oc1nc(-c2cccnc2)nc2ccccc12,2,9,2,6,-0.4,-0.3,1,-4,0,.
COc1ccc(N2C(=O)NC(NC(=O)C(C)(C)C)(C(F)(F)F)C2=O)cc1 (centres undefined),-21,5,4,-13,-1.4,2.2,-4,1,1,2.0
NS(=O)(=O)c1ccc(NC(=O)c2ccc(S(=O)(=O)N3CCOCC3)o2)cc1,1,6,4,27,1.5,-0.6,4,-6,6,1.0
CCOC(=O)C1=C(CN2CCN(C(=O)c3ccco3)CC2)NC(=O)NC1c1ccc(OC(C)C)cc1 (centres undefined),-6,10,4,8,2.7,0.4,-5,-2,2,44*
COC(=O)CNC(=O)C12CC3CC(C1)CC(c1ccc(C)cc1)(C3)C2,-5,13,-1,13,-1.4,-0.4,-2,0,1,7.6

These rows are one share of the data; count on the stated rates, not on these rows.
